Screens: PubChem BioAssay, several laboratories
S1P3 antag: blocks the human S1P3 receptor; 170,000 compounds, 0.27% hits; Q99500; inhibition, % at 4.98 µM; CHO S1P3 NFAT-BLA reporter, FRET fluorescence, antagonist mode; AID 485;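 active means inhibition above the plate cutoff, the mean inhibition of test wells on that plate plus 3 SD, cut at about 28% in these data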;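 further: cells challenged with S1P at its EC80 of 0.8 µM; blue over green emission ratio from cleaved BLA substrate after 4 h stimulation; 0% = S1P-stimulated wells and 100% = unstimulated DMSO-only wells; some compounds past the cut are filed as inactive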
PPARg SRC-3 ag: promotes SRC-3 coactivator recruitment by human PPARgamma | P37231 | biochemical PPARgamma/SRC-3 coactivator recruitment assay | 200,000 compounds, 0.26% hits | AID 731 | activation, % at 8 µM; in the data active means activation above about 23%;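 further: 0% = DMSO and 100% = reference agonist; some compounds past the cut are filed as inactive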
Target sequence (P37231 whole entry, looked up): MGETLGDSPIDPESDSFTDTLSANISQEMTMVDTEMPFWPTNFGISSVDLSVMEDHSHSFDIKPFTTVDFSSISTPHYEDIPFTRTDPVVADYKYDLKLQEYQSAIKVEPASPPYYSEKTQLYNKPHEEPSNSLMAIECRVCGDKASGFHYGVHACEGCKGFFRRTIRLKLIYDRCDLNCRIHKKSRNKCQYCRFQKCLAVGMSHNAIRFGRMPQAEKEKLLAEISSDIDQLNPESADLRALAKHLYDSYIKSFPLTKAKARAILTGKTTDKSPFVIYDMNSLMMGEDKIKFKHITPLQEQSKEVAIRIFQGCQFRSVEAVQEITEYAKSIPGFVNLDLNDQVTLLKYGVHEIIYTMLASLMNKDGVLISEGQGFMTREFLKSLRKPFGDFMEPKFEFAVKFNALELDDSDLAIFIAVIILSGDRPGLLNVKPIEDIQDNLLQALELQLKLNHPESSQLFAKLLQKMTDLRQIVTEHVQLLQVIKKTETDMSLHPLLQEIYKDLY
ROMK primary: human ROMK K+ channel modulation, primary screen. B-score at 10 µM. 130,000 compounds, 2% hits. Tet-inducible ROMK, thallium flux fluorescence; actives lie on both sides. AID 1918. P48048;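 active means signal ratio slope over the read window, or its plate-corrected B-score, at least 3 SD from the plate mean, either direction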;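 further: B-score of the F/F0 ratio slope over 7 to 12 s after thallium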
Target sequence (P48048 whole entry, looked up): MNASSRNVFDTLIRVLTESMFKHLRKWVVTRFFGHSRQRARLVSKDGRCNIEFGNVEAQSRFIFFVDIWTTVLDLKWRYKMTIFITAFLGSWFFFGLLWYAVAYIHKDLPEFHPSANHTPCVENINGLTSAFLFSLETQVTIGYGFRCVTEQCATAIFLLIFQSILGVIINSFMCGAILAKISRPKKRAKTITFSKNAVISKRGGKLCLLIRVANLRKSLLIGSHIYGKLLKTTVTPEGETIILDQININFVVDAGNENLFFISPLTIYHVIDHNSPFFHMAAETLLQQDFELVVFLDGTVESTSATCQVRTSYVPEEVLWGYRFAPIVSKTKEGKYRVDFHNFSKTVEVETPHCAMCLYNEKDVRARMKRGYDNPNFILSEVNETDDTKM
TR-FRET SRC-2 ct: TR-FRET artefact, counter-screen to PPARgamma/SRC-2 agonist assay; active compounds read high; TR-FRET ratio at 8 µM; 200,000 compounds, 0.4% hits; in the data active means TR-FRET ratio above about 2000; further: inactives centre near 1500; reference of the scale not given here
DTT redox prof: compounds producing H2O2 with reducing agent – biochemical, NIH compound library profiling, artefact control for MLSCN library redox annotation, primary screen; DTT-dependent redox cycling H2O2, phenol red/HRP absorbance; 100% = 100 µM peroxide control, 0% = buffer; activation, % at 10 µM; 200,000 compounds, 0.03% hits; AID 878;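 active means activation of at least 50% relative to the plate's high and low controls in the primary single-dose screen; inactive means activation below 50%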;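 further: compound incubated with DTT at 0.8 mM final as the reducing agent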
Lmaj promast: reduces viability of Leishmania major promastigotes; resazurin fluorescence viability; inhibition, % at 10 µM; 200,000 compounds, 9% hits; AID 1063; in the data active means inhibition above about 50%;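 further: promastigotes grown with compound for 44 hours at 28 °C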
PPARg SRC2 recr: PPARgamma-driven SRC-2 recruitment agonism. PPARgamma LBD-SRC-2 recruitment, biochemical. 200,000 compounds, 0.34% hits. activation, % at 8 µM; in the data active means activation above about 22%;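 further: 0% = vehicle and 100% = reference agonist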
bIAP inhibitor: blocks bovine intestinal alkaline phosphatase activity | purified bovine IAP, CDP-star luminescence, 30 min | inhibition, % at 20 µM | 190,000 tested, under 10 active;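 active means over 50% inhibition of intestinal alkaline phosphatase at 20 µM in the single-dose screen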
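Assay system: bovine IAP enzyme; medium: DEA buffer 100 mM, pH 9.8, with MgCl2 1.0 mM, ZnCl2 0.02 mM; doses: 20 µM single dose; incubation: enzyme reaction for 30 min at room temperature; detection: CDP-star luminescence signal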
TLR4 MyD88 comp: inhibitors of human TLR4-MyD88 binding | inhibition, % at 8.4 µM | HeLa CL3-4 TLR4/MyD88 BLA complementation, FRET ratio | 200,000 compounds, 0.18% hits; in the data active means inhibition above about 25%;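 further: 0% = vehicle and 100% = reference inhibitor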
bIAP act: increases bovine intestinal alkaline phosphatase activity; purified bovine IAP, CDP-star luminescence, 30 min; active compounds read high; fold of DMSO-control signal, blank-subtracted; activation factor at 20 µM; 200,000 compounds, 0.17% hits;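 active means activation factor of 2 or more at 20 µM, a signal rise over negative controls twice the positive control's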
PPARg SRC1 recr: promotes SRC-1 coactivator recruitment by human PPARgamma. P37231. PPARgamma-SRC-1 coactivator recruitment biochemical assay. activation, % at 8 µM. 200,000 compounds, 0.41% hits. AID 631; in the data active means activation above about 19%;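 further: 0% = DMSO and 100% = reference agonist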
Starred values were filed as active, the others as inactive; / = not tested or not shown.

compound	PPARg SRC-3 ag	TLR4 MyD88 comp	Lmaj promast	PPARg SRC2 recr	S1P3 antag	bIAP inhibitor	DTT redox prof	bIAP act	PPARg SRC1 recr	ROMK primary	TR-FRET SRC-2 ct
COc1cc(S(=O)(=O)NCC2COCCO2)ccc1-n1cnnn1 (stereo not drawn)	-13	-8	-5	-6	-39	7	1.3	0.9	8	0.24	1637
Cc1ccc(S(=O)(=O)N2CCOCC2)cc1NC(=O)COC(=O)c1ccc(OCc2c(C)noc2C)cc1	2	4	76*	5	2	1	-0.4	1	-3	0.81	1535
Cc1ccc(CNC(=O)CCc2nc3ccccc3c(=O)[nH]2)cc1	-1	4	-8	5	-6	6	0.5	0.9	-5	/	1270
O=S(=O)(c1ccccc1F)N1CCN(C(=S)NCc2ccccc2)CC1	6	10	9	5	-1	24	-0.4	0.8	5	-0.28	1651
O=C(O)CCSc1nnc(-c2cccnc2)n1-c1ccccc1	-6	-3	-5	4	/	-5	0.2	1	-4	-0.23	1547
COc1ccc(CC(=O)Nc2ccc(NC(=O)c3ccccc3F)cc2)cc1	4	2	-7	6	-6	-12	-0.9	1.1	1	0.2	1607
COc1cc(C(=O)Oc2cccc(Nc3ncnc4ccccc34)c2)cc(OC)c1OC	2	-13	19	0	/	-4	-3.3	1	-6	-2.3	1440
Cc1ccccc1NC1c2ccccc2C(=O)N1Cc1ccco1 (stereo not drawn)	2	3	5	1	/	9	-1.4	0.9	1	/	1783
Cn1ncc(Br)c1C(=O)N1CCc2ccccc21	-2	-6	6	-5	4	-7	-0.6	1.1	-2	0.11	1582
COc1ccc(-c2cc(-c3nnc(COC(=O)C4CC4)o3)c3ccccc3n2)cc1OC	8	-1	9	8	-7	7	-0.3	0.9	7	-1.5	1834
COc1cc2ncnc(NCc3cccs3)c2cc1OC	3	9	12	9	-4	10	0.0	0.9	6	-1.6	1614
COC(=O)c1sccc1NC(=S)Nc1cc(C)ccc1OC	3	-13	0	3	-4	3	0.3	1	9	-0.44	1376
CCNC(=O)c1c(N)sc2c1CCCCC2	11	-3	-2	11	-8	0	-2.8	1	2	-0.57	1590
NC(=O)COc1ccc(NC(=O)c2ccccc2-c2ccccc2)cc1	-9	-3	10	-4	-18	3	-0.4	1	-3	-0.13	1215
Cc1nnc2ccc(-c3cccc(NC(=O)c4ccco4)c3)nn12	-1	-9	0	3	-1	14	0.0	0.9	4	0.22	1792
COCCNC(=S)N1CCN(C(=O)C(=O)Nc2ccc(C(=O)OC)cc2)CC1	0	0	-2	-3	-18	13	0.4	0.9	-3	-0.32	1530
O=C(CCc1nc(-c2ccccc2F)no1)NCCN1CCN(Cc2ccccc2)CC1	-1	-7	-6	-2	5	-2	0.3	1	1	/	1383
COc1ccc(-c2nc(N)n(C(=O)c3ccccc3Cl)n2)cc1	-1	-7	16	5	-11	-30	-0.2	1.3	8	0.21	1555
O=c1c(Cc2ccccc2)c(O)nc2n1CCS2	10	-4	-7	5	-19	2	-1.4	1	2	-1.6	1447
CCC(C)(C)n1nnnc1C(C(C)C)N1CCC(C(N)=O)CC1 (stereo not drawn)	0	2	-7	8	-5	9	-0.4	0.9	2	/	1403
CCC(C)C(NC(=O)c1ccccc1NC(=O)c1ccc(C)cc1)C(=O)O (stereo not drawn)	-3	-1	2	1	-11	-2	7.7	1	10	0.46	1542
CCSC(=O)NC12CC3CC(CC(C3)C1)C2	10	-1	0	11	/	14	0.1	0.9	3	0.0076	1559
CCc1nnc(NC(=O)CSc2nnc(Cc3cc(=O)[nH]c(=O)[nH]3)n2-c2ccc(OC)cc2)s1	0	-56	-4	-4	-18	21	0.0	0.8	-2	0.0037	1598
O=C(Cn1ccccc1=O)c1cccs1	-11	5	-8	-2	-8	2	1.5	1	5	/	1335
CC(=O)c1c[nH]c2ccc(C)cc2c1=O	5	-5	13	8	/	10	0.7	0.9	5	/	1661
Cc1ccc(-n2c(C(C)n3nc(C)c([N+](=O)[O-])c3C)n[nH]c2=S)cc1 (stereo not drawn)	13	0	-10	3	/	2	0.9	1	-4	0.6	1488
CSc1ccc(/C=C/C(=O)c2ccc(O)cc2)cc1	3	3	40	9	-2	28	0.0	0.7	3	/	1803
CCCCc1cc(=O)oc2c(CN3CCCC3)c(O)ccc12	5	-3	-5	-4	/	-8	0.9	1.1	-1	-1	1416
CCOC(=O)CCc1c(C)c2ccc(O)cc2oc1=O	4	-11	-1	6	-50	-2	2.5	1	1	-0.38	1525
CCCCN(C(=O)CN1CCOCC1)c1c(N)n(CC(C)C)c(=O)[nH]c1=O	0	1	-6	0	-2	3	0.5	1	0	/	1564

Following part
compound	PPARg SRC-3 ag	TLR4 MyD88 comp	Lmaj promast	PPARg SRC2 recr	S1P3 antag	bIAP inhibitor	DTT redox prof	bIAP act	PPARg SRC1 recr	ROMK primary	TR-FRET SRC-2 ct
CC(/C=C/c1ccc(OCc2ccccc2)cc1)=N\O	0	9	83*	1	-4	7	0.1	0.9	-6	-0.56	1532
Cn1c(N)c(S(=O)(=O)NCc2ccc(Cl)cc2)c(=O)n(C)c1=O	1	7	0	-2	-42	0	-0.5	1	7	1.2	1481
COC(=O)C(NC(C)=O)(Nc1ccccn1)C(F)(F)F (stereo not drawn)	6	-1	-3	2	/	2	0.7	1	4	/	1704
O=C(/C=C/c1ccc(F)cc1)N1CCN(c2ncccn2)CC1	2	5	-3	1	6	16	-0.7	0.8	7	-0.2	1685
COc1ccc(C(=O)Nc2ccccc2C(=O)NC(Cc2c[nH]c3ccccc23)C(=O)O)cc1 (stereo not drawn)	-1	-3	-3	1	2	-5	-0.1	1	3	-0.41	1516
COC(=O)c1sc(=S)n(-c2cccc(Cl)c2)c1N	-3	0	-2	-1	/	-2	-0.3	1	1	-0.0046	1495
Nc1nc(SCC(=O)NCc2ccccc2Cl)[nH]c(=O)c1NC(=O)c1ccccc1F	-2	-5	-7	-6	-4	0	-0.3	1	4	0.015	1435
O=C(c1cccc(S(=O)(=O)N2CCOCC2)c1)N1CCN(Cc2ccc3c(c2)OCO3)CC1	3	-4	2	-4	-14	-19	-0.6	1.2	-2	0.062	1697
N#CCn1cnc2sc(-c3ccccc3)cc2c1=O	0	1	6	5	10	-5	-0.4	1.1	3	1.7	1598
CCc1nc(Nc2ccc3c(c2)OCO3)c2oc3ccccc3c2n1	-7	2	9	5	/	6	1.5	0.9	-1	/	1396
CC(OC(=O)c1cc2sccc2n1C)C(=O)NCc1ccco1 (stereo not drawn)	3	1	1	9	-48	8	2.8	0.9	6	/	1615
OC[C@H]1O[C@@H](n2cnc3c(Nc4ccccc4)ncnc32)[C@H](O)[C@@H]1O	5	4	-9	0	-4	-8	-0.6	1.1	7	/	1480
CCn1c(SCC(=O)Nc2nc(C)c(C)s2)nc2cccnc21	3	3	92*	7	/	-4	0.7	1	3	0.76	1638
O=S(=O)(Nc1ccccc1N1CCCCC1)c1ccc(Cl)s1	3	5	16	2	/	11	1.5	0.9	1	/	1506
CCOC(=O)C1=C(C)Nc2nc(C)nn2C1c1ccc(C)cc1 (stereo not drawn)	2	2	-5	4	-2	11	0.8	0.9	-2	0.47	1359
CCOc1ccccc1NC1=C(Cl)C(=O)N(Cc2ccccc2)C1=O	-6	0	12	-2	/	/	-0.1	0.3	4	-0.35	1553
CCOc1cc(/C=N/NC(=O)c2nn(C)cc2Br)ccc1OCc1ccccc1	2	-5	-4	-2	7	24	-0.1	0.8	6	0.57	1529
CN(Cc1ccc(OC(F)F)cc1)Cc1nc2c(Br)cc(Br)cc2c(=O)[nH]1	7	-3	4	10	-18	-19	-0.7	1.2	14	1	1842
Cc1ccc2c(C)nc(N/C(N)=N/S(=O)(=O)c3ccc([N+](=O)[O-])cc3)nc2c1	-3	0	88*	-12	8	19	0.6	0.8	-9	-0.42	1502
C[C@H]1CN=C2N(CCNC(=O)CCC3CCCCC3)[C@H](Cc3ccc(O)cc3)CN21	2	-3	-6	-2	-11	1	0.6	1	1	/	1578
CCC(Sc1nc(C)cc(=O)[nH]1)C(=O)Nc1nc(-c2ccccc2)cs1 (stereo not drawn)	4	11	-3	4	/	-14	0.5	1.1	4	/	1549
O=C(Nc1cccc(S(=O)(=O)N2CCCCC2)c1)C1CC(=O)N(Cc2ccco2)C1 (stereo not drawn)	-1	6	-5	6	-6	-16	0.2	1.2	1	0.51	1641
Cc1cc(C)n2cc(CSc3ncccc3C(=O)O)nc2n1	11	0	-3	7	-19	7	0.6	0.9	5	/	1732
COc1ccc(-c2nnc(OCc3ccccc3)c3ccccc23)cc1	2	-5	9	9	-4	16	0.3	0.8	3	/	1675
COc1ccc(OC)c(NC(=O)Cn2c(CCC(=O)O)ccc2-c2cccs2)c1	-3	-7	0	3	0	-3	0.8	1	-3	/	1500
O=C(O)c1ccc(N/N=C/c2cn(-c3ccccc3)nc2-c2cccs2)cc1	0	-7	46	0	-14	-44	-0.9	1.4	5	-0.071	1447
O=C(O)/C=C/C(=O)N1CCN(C(=O)/C=C/C(=O)O)CC1	5	-1	-8	-1	5	42	0.3	0.6	-6	/	1648
CC(=O)N1N=C(c2ccco2)CC1c1ccc(Br)cc1 (stereo not drawn)	-2	-14	7	3	-1	20	0.4	0.8	1	/	1525
COc1cc(CNn2cn[nH]c2=S)cc(Cl)c1OCc1ccc(F)cc1	4	-9	-4	6	14	4	0.7	1	-1	/	1568
O=C(NCC1(c2ccccc2)CCCC1)c1ccccc1	0	4	2	12	9	-6	-0.3	1.1	0	-0.69	1575

(further entries)
compound	PPARg SRC-3 ag	TLR4 MyD88 comp	Lmaj promast	PPARg SRC2 recr	S1P3 antag	bIAP inhibitor	DTT redox prof	bIAP act	PPARg SRC1 recr	ROMK primary	TR-FRET SRC-2 ct
Cc1c2ccccc2cc[n+]1CCCS(=O)(=O)[O-]	0	-2	2	-2	-7	-3	-0.3	1	-1	1.3	1423
C[C@]12CCC3C(CC=C4C[C@@H](O)CC[C@@]43C)C1CCC2[C@]1(C)CCC(=O)O1 (stereo partly drawn)	-4	-7	33	-6	-7	10	-0.6	0.9	2	-0.73	1674
CC(=O)Nc1nonc1-c1nc2ccccc2n1CC1CC1	-1	5	-3	7	-7	10	0.7	0.9	-3	/	1761
CCOc1ccc(/C(O)=C2/C(=O)C(=O)N(CCOCCO)C2c2cccnc2)cc1 (stereo not drawn)	4	1	-9	9	-2	3	-0.1	1	8	/	1626

Sorted by count of non-hydrogen atoms (high to low): three of the compounds above.
compound	PPARg SRC-3 ag	TLR4 MyD88 comp	Lmaj promast	PPARg SRC2 recr	S1P3 antag	bIAP inhibitor	DTT redox prof	bIAP act	PPARg SRC1 recr	ROMK primary	TR-FRET SRC-2 ct
CCOc1ccc(/C(O)=C2/C(=O)C(=O)N(CCOCCO)C2c2cccnc2)cc1 (stereo not drawn)	4	1	-9	9	-2	3	-0.1	1	8	/	1626
C[C@]12CCC3C(CC=C4C[C@@H](O)CC[C@@]43C)C1CCC2[C@]1(C)CCC(=O)O1 (stereo partly drawn)	-4	-7	33	-6	-7	10	-0.6	0.9	2	-0.73	1674
O=C(NCC1(c2ccccc2)CCCC1)c1ccccc1	0	4	2	12	9	-6	-0.3	1.1	0	-0.69	1575
